14-3-3g Raf – modulators of human 14-3-3 gamma - Raf peptide interaction; P61981; FP, 14-3-3gamma / TMR-pS259-Raf peptide binding; inhibition, % at 40 µM; 0.19% of 160,000 active; AID 422; in the data active = inhibition above about 30%;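 note: 0% = protein plus tracer without compound and 100% = blank with tracer alone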
Target sequence (P61981 whole entry, looked up): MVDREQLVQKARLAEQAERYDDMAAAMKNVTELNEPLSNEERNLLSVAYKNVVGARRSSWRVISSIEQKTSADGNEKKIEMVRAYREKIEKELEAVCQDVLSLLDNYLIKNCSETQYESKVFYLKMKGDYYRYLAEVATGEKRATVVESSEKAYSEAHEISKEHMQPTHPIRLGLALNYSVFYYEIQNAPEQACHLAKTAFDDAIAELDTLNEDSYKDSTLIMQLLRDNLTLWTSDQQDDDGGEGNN
* marks the source's active call; other numbers are inactive results; & = joins results of further samples. These rows are one share of the data; count on the stated rates, not on these rows.

SMILES	14-3-3g Raf
Cc1ccc(-c2noc(CCC(=O)Nc3cc(C)ccn3)n2)cc1	3&-2
CC(=O)N1c2ccccc2NC2=C(C(=O)CC(C)(C)C2)C1c1ccc(-c2ccc([N+](=O)[O-])cc2C)o1 (stereo not drawn)	-6
CCOC(=O)c1cnc2ccc(C(=O)OC)cc2c1Nc1ccc(Cl)cc1C	2
CCC(=O)N1CCc2cc(Br)cc(S(=O)(=O)CCC(=O)Nc3ccc(Br)cc3C)c21	-6
CCc1ccccc1NC(=O)C1CC(=O)NC(=Nc2cc(OC)ccc2OC)S1 (stereo not drawn)	-1
CCOC(=O)C1CCN(C(=O)CN2C(=O)C(CC)Oc3ccccc32)CC1 (stereo not drawn)	1&-13
Cc1sc2ncn(CC(=O)NCCCN3CCC(C)CC3)c(=O)c2c1S(=O)(=O)N1CCC(C)CC1	5
Cn1c(=O)c2c(nc(SCCOc3ccc4ccc(=O)oc4c3)n2C)n(C)c1=O	-4
Cn1c(CN2CCOCC2)nnc1SCC(=O)Nc1nccs1	-4
COc1ccc(CNC2CC(=O)N(C)C2=O)cc1 (stereo not drawn)	1
CCOC(=O)C1=NNC2C(=O)N(c3cccc(OC)c3)C(=O)C12 (stereo not drawn)	1
CCOC(=O)C1C(=O)C=C(c2ccc(OC)c(OC)c2)CC1c1cccc(F)c1 (stereo not drawn)	3
Cc1ccc(NC(=O)CN(c2ccccc2F)S(C)(=O)=O)cc1	0
CCCCn1c(SCC(=O)NCc2ccco2)nnc1-c1ccco1	5
O=C(CCN1C(=O)c2ccccc2C1=O)Nc1ccccn1	-6
CSCCC(NC=C1C(=O)OC(C)(C)OC1=O)C(=O)O (stereo not drawn)	-2
CCOc1ccc(-n2c(=O)c3sccc3n(CC(=O)NC3CCCCC3)c2=O)cc1	-1
CC1(C)CC(=O)C2=C(C1)Oc1ncn(Cc3ccco3)c(=N)c1C2c1ccccc1 (stereo not drawn)	-4
Cc1ccnc(NC(=O)COc2ccc3oc4c(c3c2)CCCC4)c1	-4
Cc1ccc(O)c(NC(=O)CCCn2nc([N+](=O)[O-])c(Cl)c2C)c1	-1
CC(C)C(=O)NS(=O)(=O)c1ccc(N)cc1	-5
Cc1cc(Cl)nc(Cl)c1C#N	-8
Fc1cccc(Cn2cc(C(=S)N3CCCCC3)c3ccccc32)c1	-4
Cc1nc(S(=O)(=O)c2ccc(Cl)cc2)c(NCc2ccccc2)o1	3

Pulled by compound from above (2):
SMILES	14-3-3g Raf
Cc1nc(S(=O)(=O)c2ccc(Cl)cc2)c(NCc2ccccc2)o1	3
Cc1cc(Cl)nc(Cl)c1C#N	-8

The list goes on.
SMILES	14-3-3g Raf
Cn1c(NCc2ccccc2)nc2c1c(=O)n(Cc1ccccc1)c(=O)n2C	-2
CCOC(=O)C1CCCN(C(CC)C(=O)N2CCCc3c2c(=O)oc2ccc(O)cc32)C1 (stereo not drawn)	0
O=[N+]([O-])c1ccc(C2Nc3c(O)ccc(Br)c3C3C=CCC32)cc1 (stereo not drawn)	-2
O=C(Nc1cccc2cccnc12)c1sc2cc(Cl)ccc2c1Cl	-41
C#CCSc1nc(C)c2cc(C)c(C)cc2n1	-84
Cn1c(=O)c2c(SCC(=O)N3CCCc4ccccc43)nc(CC(C)(C)C)nc2n(C)c1=O	0
Cc1ccc(CNC(=O)C(C)C2Sc3ccccc3N(Cc3cccc(Cl)c3)C2=O)cc1 (stereo not drawn)	-349
O=C1c2ccccc2C(=O)N1Cc1nc(-c2cccnc2)no1	-11
Cc1ccc(OCC(=O)Nc2ccccc2O)cc1	-14
CCC(C(=O)O)N1C(=O)COc2ccccc21 (stereo not drawn)	-6
O=C(OCC(=O)c1ccccc1Br)c1ccccn1	3
COC(=O)c1ccc(NC(=O)COc2ccccc2OC)cc1	-6&0
COC(=O)c1ccc(CSc2nc3ccccc3s2)o1	0
CCC(C)C(NS(=O)(=O)c1ccc(C)cc1)C(=O)NC1CCCC1 (stereo not drawn)	4
CCn1c(C(C)NC(=O)c2ccccc2)nc2ccccc21 (stereo not drawn)	5
CCOC(=O)C(NC(=O)CC)(Nc1ccccc1F)C(F)(F)F (stereo not drawn)	-5
COc1cccc(C2NN(C(=O)c3cccc(Br)c3)C3C(=O)N(c4ccc(C)cc4)C(=O)C23)c1 (stereo not drawn)	-99
O=C(NCc1ccccn1)c1ccc2c(=O)n(CCCN3CCCC3=O)c(=S)[nH]c2c1	-5
Cc1ccc(C)c(Cc2c(C)nc3c(C(=O)NC4CCCC4)cnn3c2C)c1	-16
O=C(NCCCN1CCCCCC1)c1ccc2c(c1)NC(=O)C(N1CCOCC1)S2 (stereo not drawn)	-1
O=C(NCCCCCNC(=O)c1cccnc1)c1cccnc1	-9
COc1cccc(-n2nnc3c(=O)n(CC(=O)N4CCCc5ccccc54)cnc32)c1	-9
O=[N+]([O-])c1ccccc1C=Nc1ccc2oc(-c3ccc(Br)cc3)nc2c1	-20
O=C(c1ccc2c(c1)OCO2)n1nnc2ccccc21	2

6 entries out of the list, arranged by SMILES length, lowest first.
SMILES	14-3-3g Raf
COC(=O)c1ccc(CSc2nc3ccccc3s2)o1	0
O=C(NCCCCCNC(=O)c1cccnc1)c1cccnc1	-9
CCn1c(C(C)NC(=O)c2ccccc2)nc2ccccc21 (stereo not drawn)	5
CCC(C)C(NS(=O)(=O)c1ccc(C)cc1)C(=O)NC1CCCC1 (stereo not drawn)	4
O=C(NCCCN1CCCCCC1)c1ccc2c(c1)NC(=O)C(N1CCOCC1)S2 (stereo not drawn)	-1
COc1cccc(-n2nnc3c(=O)n(CC(=O)N4CCCc5ccccc54)cnc32)c1	-9

More compounds
SMILES	14-3-3g Raf
CC1(C)CCC=[N+]1[O-]	-4
COc1ccc(-c2cc(C(F)(F)F)n3nc(C(=O)N4CCOCC4)cc3n2)cc1	5
COc1ccc(-n2ncc3c(Nc4cccc(F)c4)ncnc32)cc1	-6
O=C(O)c1ccc(CSc2nnc(COc3ccc(Cl)cc3Cl)o2)cc1	-5
CN(C)CCN1C(=O)C(=O)/C(=C(/O)c2ccc(F)cc2)C1c1ccc(F)cc1 (stereo not drawn)	-3
Nn1c(SCC(=O)N2CCCc3ccccc32)nnc1-c1ccccc1	16
CN(C)C(CNC(=O)c1cccc(S(=O)(=O)N2CC3(C)CC2CC(C)(C)C3)c1)c1ccco1 (stereo not drawn)	-5
CCOC(=O)c1sc(=S)n(-c2ccc(Cl)cc2)c1C	-4
Cc1nn(S(=O)(=O)c2cccs2)c(C)c1Sc1ccc(Cl)cc1	-6
Oc1ccc(Cl)cc1C(C#Cc1ccccc1)N1CCOCC1 (stereo not drawn)	2
CN(Cc1ccccc1)C(=O)c1ccc(CNS(=O)(=O)c2ccc(Br)cc2)cc1	-148
Cc1cc(C)n(C(=O)C2CC=CCC2C(=O)O)n1 (stereo not drawn)	0
COc1cccc(C(N)CC(=O)O)c1 (stereo not drawn)	3
Cc1ccc(S(=O)(=O)NC(CC(=O)O)c2cccs2)cc1 (stereo not drawn)	2
CCCSc1nc(C)c(I)c(=O)[nH]1	-5
COC(=O)CCCC(=O)N1CCOCCN(C(=O)CCCC(=O)OC)CCOCC1	4
CCOC(=O)c1cc2c(=O)n3ccccc3nc2n(CC(C)C)c1=NC(=O)c1ccc2c(c1)OCO2	-4
Cc1cccc(CCNC(=O)c2cc3cc4ccc(C)cc4nc3s2)c1	-13
Cc1n[nH]c(C)c1S(=O)(=O)N1CCC(C(=O)N2CCC(Cc3ccccc3)CC2)CC1	-2
CC1=C(C#N)C(=O)NC(C)(C)C1	-2
O=S(=O)(NC1CCCC1)c1ccc(S(=O)(=O)N(Cc2cccs2)CC2CCCO2)cc1 (stereo not drawn)	-10
O=C(Cn1ncc2c1-c1ccccc1OC2)Nc1ccc(Cl)cn1	-3
COc1ccccc1NS(=O)(=O)c1ccc(C(=O)OCC(=O)NCc2ccco2)cc1	-1
CCOC(=O)N1CCN(C(=O)CN(c2cc(Cl)ccc2OC)S(=O)(=O)c2ccccc2)CC1	4
O=C(CN(c1cccc([N+](=O)[O-])c1)S(=O)(=O)c1ccccc1)Nc1cccc(Cl)c1	15
Cc1nc2c(C(=O)NCc3ccc(F)cc3)cnn2c(C)c1Cc1ccccc1Cl	-11
COc1ccc(C2CC(c3ccc(Br)cc3)=NN2C(=O)c2ccc(Br)o2)cc1 (stereo not drawn)	-52
CCN(CC)C(=O)CCCOc1ccc(Cl)cc1Cl	7
COc1ccc(CC(=O)N2CC(=O)Nc3ccc(C)cc3C2c2ccccc2)cc1 (stereo not drawn)	-14
O=P(O)(COc1ccccc1)COc1ccccc1	2
COc1cccc(C(=O)N(CN2CCCC2=O)c2cccc(Cl)c2)c1OC	-12
Cc1cc(C(=O)Nc2sc(C)c(C)c2C#N)no1	-21
CCOC(=O)C1=CN(C)C=C(C(=O)OCC)C1c1cccc(F)c1	-2
O=C(O)C1CCCCC1C(=O)Nc1ccc(O)cc1 (stereo not drawn)	1
Cc1cc2ccccc2c(=O)n1CC(=O)N1CCN(c2cccc(Cl)c2)CC1	2
C=CCn1c(NC(C)c2cc(Cl)ccc2O)nc2ccccc21 (stereo not drawn)	0
Cc1cccn2c(=O)c3cc(C(=O)NCc4ccco4)c(=N)n(C(C)C)c3nc12	-17&-15
CCC(C)NC(=O)NC1C(NC(=O)NC(C)CC)N(C)C(=O)N1C (stereo not drawn)	1
CCc1ccc(-c2ccc(C(=O)Nc3cccc([N+](=O)[O-])c3)cc2)nc1	-21
COc1cc(C2C(C#N)=C(N)OC3=C2C(=O)CCC3)ccc1OC(=O)N1CCOCC1 (stereo not drawn)	-4
COc1cc(NS(C)(=O)=O)ccc1Nc1c2ccccc2nc2ccccc12	-9
Cc1ccc(NC(=O)Cn2cnc3sc(C)c(S(=O)(=O)N4CC(C)CC(C)C4)c3c2=O)cc1F (stereo not drawn)	-12
O=C(CN1CCC(c2nc3ccccc3s2)CC1)NCc1cccs1	-13
Cc1ccc(C)c(Cn2nnc3c(=O)[nH]c(C4CCN(C(=O)c5cccs5)CC4)nc32)c1	-9
CC(CCc1ccccc1)NC(=O)c1ccncc1 (stereo not drawn)	-4
CCC(=O)Nc1sc(C)c(C)c1C#N	2
CC1=NN(C(=O)CCCc2ccccc2)C(O)(C(F)(F)F)C1 (stereo not drawn)	4
Cc1cc(C(=O)COC(=O)c2ccc3c(c2)OCO3)c(C)n1Cc1cccs1	-9

Laid out differently: 2 of the compounds above.
| SMILES | 14-3-3g Raf |
| --- | --- |
| COc1cc(C2C(C#N)=C(N)OC3=C2C(=O)CCC3)ccc1OC(=O)N1CCOCC1 (stereo not drawn) | -4 |
| CCc1ccc(-c2ccc(C(=O)Nc3cccc([N+](=O)[O-])c3)cc2)nc1 | -21 |

Additional compounds follow:
SMILES	14-3-3g Raf
CN(C)c1ccc([N+]([O-])=Cc2cccc3nsnc23)cc1	-19
COc1ccc(-n2c(=S)[nH]c3cc(C(=O)Nc4ccc(C)c(Cl)c4)ccc3c2=O)cc1	-5
Oc1[nH]c2ccccc2c1C=Nc1ccc2c(c1)OCO2	-1
CCOCCCNC(=O)N1CCOCC1	-8
COc1ccccc1S(=O)(=O)Cc1ccc(C(=O)NCCN(C)C)o1	-2
Cn1c(=O)c2c(nc(NCc3ccc4c(c3)OCO4)n2Cc2ccc(F)cc2)n(C)c1=O	-2
O=C(CN1C(=O)C2C3C=CC(C3)C2C1=O)Nc1ccc(OC(F)(F)F)cc1 (stereo not drawn)	-3
COC(=O)CN1C=C(C(=O)OC)C(c2cccc(Cl)c2)C(C(=O)OC)=C1	-3
CCN(CC)c1ncnc2sc(C(=O)NCc3ccc(F)cc3)c(C)c12	6
COc1ccc(NC2=CC(c3cccc4ccccc34)N(c3ccc(OC)cc3)C2=O)cc1 (stereo not drawn)	-14
CCOc1ccc(-c2nnc(Nc3ccc(OC)c(C(=O)NC)c3)c3ccccc23)cc1	4
CCc1ccccc1N(C)C(=O)CCc1nc(-c2ccccc2F)no1	-2
COc1ccc(NC(=O)CCN2C(=O)C3C4C=CC(C4)C3C2=O)cc1 (stereo not drawn)	3
COc1ccccc1C1CC(c2ccc(Br)cc2)=NN1S(C)(=O)=O (stereo not drawn)	-240
CC1C(c2ccccc2)NC(c2ccccc2)CC1(O)Cc1ccccc1Cl (stereo not drawn)	1
COc1ccc(CNC(=O)C(C)C2Sc3ccccc3N(Cc3ccccc3Cl)C2=O)cc1 (stereo not drawn)	-10
COc1ccc(N2CCN(C(=O)c3ccc(SCc4ccccc4F)c([N+](=O)[O-])c3)CC2)cc1	1
COc1ccccc1N1CCN(C(=O)CN(c2ccccc2OC)S(=O)(=O)c2ccccc2)CC1	-20
O=C(O)C1CC=CCC1C(=O)N1CCCC1 (stereo not drawn)	-2
CC(C)C(=O)NC(C)C(c1cccs1)N1CCOCC1 (stereo not drawn)	-4
Cc1ccc(CN2C(=O)CSc3ccc(C(=O)NCCc4ccc(Cl)cc4)cc32)cc1	-4
COc1ccc(C)cc1NC(=O)c1cnc2scc(C)n2c1=O	3
CCN(CC)S(=O)(=O)c1ccc(C(=O)NC2C3CC4CC(C3)CC2C4)cc1 (stereo not drawn)	-2
CCCCCn1c(CCCNC(=O)CC)nc2ccccc21	-4
CC(C)c1ccc2oc(-c3ccc(NC(=O)c4ccc(Br)o4)cc3)nc2c1	0
C(=Nc1ccc2ccccc2c1)c1cccnc1	4
CC(C)(C)NCC(O)COc1ccccc1C(C)(C)C (stereo not drawn)	-1
CCN1CCCC1CN(Cc1cc2c(C)cc(C)cc2[nH]c1=O)C(=O)NC1CCCCC1 (stereo not drawn)	-9
O=C(CCS(=O)(=O)c1cc(Br)cc2c1N(C(=O)C1CC1)CC2)N1CCN(c2cccc(Cl)c2)CC1	-7

Screening data (PubChem)
